Assay outcomes: PubChem, several laboratories
Rad51 HR inh = Rad51 (human) homologous recombination inhibition. hRad51 DNA strand exchange, fluorescence dequenching. inhibition, % at 10 µM. actives 0.085% (n = 200,000). AID 1385;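 active = inhibition above 40% at the single screening dose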;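 note: 0% = DMSO control wells and 100% = blanks with heterologous ssDNA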
Target sequence (Q06609 whole entry, looked up): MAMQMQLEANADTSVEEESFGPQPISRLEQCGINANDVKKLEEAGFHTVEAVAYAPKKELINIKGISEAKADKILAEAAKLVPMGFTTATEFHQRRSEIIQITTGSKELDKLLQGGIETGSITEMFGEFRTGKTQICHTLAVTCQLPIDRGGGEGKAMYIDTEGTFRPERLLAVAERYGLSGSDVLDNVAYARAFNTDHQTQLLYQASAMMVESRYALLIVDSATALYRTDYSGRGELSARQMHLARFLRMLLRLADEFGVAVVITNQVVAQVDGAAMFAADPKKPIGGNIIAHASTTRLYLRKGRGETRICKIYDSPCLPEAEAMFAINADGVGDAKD
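material = hRad51 filaments on single-stranded DNA | timing = filaments 15 min 37 °C, then compound 30 min | signal = FRET fluorescence dequenching, excitation 485 nm, emission 520 nm | benchmarks = control wells and blank wells on each plate | evaluation = percent inhibition relative to plate controls and blanks | compound = 10 µM final, single point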
thrombin 1536 = inhibitors of human thrombin; inhibition, % at 5 µM; P00734; alpha-thrombin, Boc-VPR-AMC fluorogenic substrate cleavage; actives 0.26% (n = 220,000);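 active = inhibition at or above 40%; inactive = inhibition below 40%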;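 note: 0% = enzyme with no compound and 100% = wells without enzyme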
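Test system: human alpha-thrombin protein / Dosing: one concentration per compound, 5 µM, with 0.2% DMSO / Medium: pH 7.5 Tris-saline with Tween 20 / Benchmarks: no-compound enzyme wells and no-enzyme blanks / Read-out basis: percent inhibition of thrombin substrate cleavage / Timing: reaction at room temperature / Measured by: fluorescence, ex 355 nm, em 460 nm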
FXIIa inh 1536 = blocks human coagulation factor XIIa protease activity; actives 0.3% (n = 220,000); P00748; purified FXIIa, Boc-QGR-AMC fluorogenic substrate, 2 h; inhibition, % at 5 µM; in the data active = inhibition above about 40%;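 note: 0% = enzyme with no compound and 100% = blank without enzyme; many of its hits are not listed in these tables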
KLK5 inh = kallikrein 5 (human) inhibition; Q9Y337; recombinant hK5, fluorogenic AMC substrate cleavage; inhibition, % at 5 µM; actives 0.59% (n = 210,000); AID 873;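 active = inhibition of 40% or more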;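 note: 0% = enzyme controls without compound and 100% = no-enzyme blanks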
Target sequence (Q9Y337 67-293 limits assumed): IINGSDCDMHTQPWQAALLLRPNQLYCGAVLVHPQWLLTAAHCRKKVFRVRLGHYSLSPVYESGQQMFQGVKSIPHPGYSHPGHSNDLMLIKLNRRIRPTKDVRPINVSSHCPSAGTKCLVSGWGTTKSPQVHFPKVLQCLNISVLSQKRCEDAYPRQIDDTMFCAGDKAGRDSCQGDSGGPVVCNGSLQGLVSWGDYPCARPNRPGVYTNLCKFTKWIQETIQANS
FXIa inh 1536 = factor XIa (human) inhibition | AID 798 | actives 0.14% (n = 220,000) | inhibition, % at 5 µM | P03951 | purified FXIa, Boc-Glu-Ala-Arg-AMC fluorogenic substrate;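 active = inhibition of at least 40%; inactive = inhibition below 40%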;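 note: fluorescence of freed AMC excited at 355 nm; 0% = enzyme without compound and 100% = no enzyme blank; many of its hits are not listed in these tables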
m-calpain inh = inhibitors of pig calpain II. inhibition, % at 16 µM. purified calpain II, fluorogenic peptide substrate, 30 min. AID 1236. actives 0.37% (n = 220,000);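 active = inhibition above about 50%, limit read from the data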
KCC2 mod = modulators of human KCC2 chloride dependent transport. Q9H2X9. actives 2.2% (n = 190,000). AID 1456. B-score of Tl+ flux slope (higher = more flux/activation; lower = inhibition) at 10 µM. KCC2 cells, thallium flux FluoZin-2 fluorescence;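 active = thallium flux slope and its plate-corrected score both differing from the plate sample mean at a set confidence after two filtering rounds, in either direction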;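 note: slope of fluorescence scaled to starting intensity during 10 to 20 s after thallium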
Furin inh = blocks human furin protease activity; inhibition, % at 30 µM; purified furin, fluorogenic substrate cleavage; actives 0.061% (n = 220,000); in the data active = inhibition above about 25%; note: inactives centre near -15
PERK inh = blocks human PERK kinase; Q9NZJ5; CHO PERK-DD fusion, SEAP luminescence translation reporter; inhibition, % at 5.6 µM; actives 0.17% (n = 220,000);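 active = inhibition above the mean inhibition of all tested compounds plus 3 SD, set separately per screening campaign, cut at about 2.9% in these data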;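 note: PERK kinase domain activated by AP20187 dimerizer at 100 nM; 0% = DMSO with dimerizer and 100% = rapamycin at 8.4 µM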
The depositor's hits bear a star; i = inactive; nt = no result given; [ ] = remark or other dose. An excerpt, so the mix of outcomes need not match the whole.

Rad51 HR inh | thrombin 1536 | FXIIa inh 1536 | KLK5 inh | FXIa inh 1536 | m-calpain inh | KCC2 mod | Furin inh | PERK inh | SMILES
8.7 | 7.2 | 8.2 | -0.2 | 4.6 | -2.7 | -0.473 | 0.1 | 0.4 | CC(=O)C1=C(O)C=C(c2ccco2)CC1c1ccco1 (stereo unspecified)
-0.4 | -5.0 | 4.4 | -6.4 | -5.2 | -2.2 | 0.0131 | -15.9[20 µM] | 0.1 | CCNS(=O)(=O)c1ccc(C(=O)Nc2ccccc2)cc1
nt | -4.2 | 6.7 | 3.4 | -0.8 | -23.2 | nt | -17.3 | 0.0 | COc1cc2c(cc1OC)C(c1cccs1)NCC2 (stereo unspecified)
3.2 | -4.2 | 8.9 | -3.7 | 4.4 | -51.7 | 0.183 | -21.7 | 0.2 | CC(NC(=O)/C=C/c1ccco1)c1nc2ccccc2n1Cc1c(Cl)cccc1Cl (stereo unspecified)
-1.6 | -3.1 | 13.9 | -10.9 | 5.1 | 1.7 | nt | -26.3 | 1.1 | CSc1nc(C)c2c(c1C#N)CCCC2
nt | -6.3 | 0.7 | -17.0 | -8.0 | 4.8 | -0.856 | -7.8 | -0.9 | COc1ccccc1NS(=O)(=O)c1cc(NC(=S)NCCN2CCOCC2)ccc1N1CCOCC1
0.4 | -1.5 | 8.5 | -19.8 | -9.7 | 30.4 | 0.561 | -4.9[20 µM] | 0.3 | Oc1ccc(Cl)cc1-c1cc(C(F)(F)C(F)F)nc(-c2ccccc2)n1
3.1 | -8.7 | -9.2 | -7.7 | -2.9 | -54.5 | 0.945 | -6.9 | -0.2 | Cc1nn(-c2ccccc2)c(Cl)c1C(=O)NCc1cccs1
2.8 | -14.6 | -0.7 | -3.2 | -5.1 | 1.3 | 0.018 | -12.7 | -0.3 | O=C(Nc1ccccc1)Nc1nc2ccccc2s1
5.2 | -6.0 | -8.7 | 10.5 | -3.9 | -3.1 | -0.318 | -34.2 | -1.2 | CCOC(=O)C1=C(C)Nc2ccccc2N=C1NC(=O)c1cccc(S(=O)(=O)N(C)C)c1
-2.8 | -7.7 | 5.3 | -4.5 | -1.6 | -41.4 | 0.629 | -3.3 | 0.5 | Cc1ccc2c(NC(=O)C3CC3)cccc2n1
2.6 | -7.0 | -10.7 | -14.5 | -2.1 | -32.9 | -2.41 | -16.3[20 µM] | -1.3 | COCCCNC(=O)c1ccc(Cn2c(=O)c3ccccc3n(Cc3ccccc3C)c2=O)cc1
3.0 | 2.2 | 13.4 | 1.6 | 1.8 | -24.1 | -0.937 | -24.7[20 µM] | -0.4 | N#C/C(=C\c1ccccc1Cl)C(=O)NC(=O)Oc1ccccc1
0.7 | -5.0 | 9.1 | -3.0 | 1.5 | -51.0 | -0.397 | -23.6 | 0.4 | CC1CCN(c2nc(-c3ccco3)c3c(c2C#N)CC(C)(C)OC3)CC1
-9.4 | 2.2 | 10.7 | 1.7 | -0.5 | -12.2 | -1.21 | -14.9 | -1.3 | COc1ccc(S(=O)(=O)N(CC(=O)Nc2cc(C)on2)Cc2ccccc2)cc1
-0.6 | -6.0 | 7.0 | 0.3 | -0.7 | 19.1 | 0.298 | -20.6 | 1.6 | COC(=O)c1cc(NC(=O)C(C)c2ccc(CC(C)C)cc2)ccc1O (stereo unspecified)
5.2 | 0.2 | 6.0 | -5.7 | 5.6 | -7.3 | -1.32 | -17.0 | -0.1 | O=C(C1CCCN(S(=O)(=O)c2cccnc2)C1)N1CCN(c2ccccn2)CC1 (stereo unspecified)
6.2 | -2.3 | 6.6 | 0.6 | 3.9 | -9.4 | -0.135 | -13.0 | 1.0 | Cc1c(NC(=O)/C(C#N)=C/c2ccccc2)c(=O)n(-c2ccccc2)n1C
-8.1 | -6.1 | 17.8 | -16.6 | 10.2 | 0.9 | -3.41 | -16.0 | -0.3 | Cc1nn(-c2ccccc2Cl)c2sc(C(=O)Nc3nnc(C4CC4)s3)cc12
2.6 | -1.6 | 6.6 | -24.8 | -12.7 | -25.1 | nt | -12.4 | 0.2 | CCC(C)Nc1nc(OC)nc(N(C)C#N)n1 (stereo unspecified)
nt | 4.4 | 15.5 | 0.4 | 5.9 | -4.6 | 0.00421 | -13.8[20 µM] | 1.4 | CCOC(=O)c1cccc(NC(=O)/C=C/c2cccc([N+](=O)[O-])c2)c1
5.5 | -0.8 | 7.3 | -5.0 | 2.7 | -4.8 | 1.37 | -12.1 | 0.0 | Cc1nc(-c2ccccn2)sc1C(=O)Nc1ccc(F)cc1F
-0.6 | 4.6 | -6.3 | -6.2 | 2.8 | -6.9 | nt | -13.6[20 µM] | 0.7 | O=C(Nc1nc2ccccc2s1)C1CC(=O)N(c2ccc(Br)cc2)C1 (stereo unspecified)
10.2 | -2.5 | 5.3 | -2.4 | -0.5 | -3.7 | nt | -15.3 | 2.0 | CSc1nc(-c2ccccc2)c(C#N)c(=O)[nH]1
4.8 | 2.9 | 7.5 | 0.9 | -1.0 | 2.3 | 0.416 | -20.7 | 1.3 | O=C(CCC1CCCC1)N[C@@H](Cc1ccc(O)cc1)C(=O)O
12.6 | -7.3 | 8.2 | -2.0 | -3.8 | -39.5 | -1.13 | -24.4 | 1.5 | O=C(CCl)Nc1cc2[nH]c(=O)[nH]c2cc1Br
3.4 | 2.1 | 10.8 | -10.4 | 2.6 | -4.0 | -0.106 | 3.2 | -1.8 | COc1ccccc1NC(=O)N(Cc1ccco1)Cc1cc2ccc(C)c(C)c2[nH]c1=O
-21.4 | -12.8 | 6.3 | -3.6 | -3.2 | 9.7 | 0.191 | -9.6 | 0.1 | CCN(CC)c1ccc(C(=O)OCC(=O)Nc2sccc2C#N)cc1
-1.7 | -2.8 | -10.0 | 7.2 | -16.7 | -0.9 | 0.285 | -17.2[20 µM] | -1.0 | CC(C)(C)NC(=O)Cn1nnc(-c2ccccc2NC(=O)c2cnccn2)n1
4.8 | -6.0 | -2.6 | -12.9 | -7.9 | i | 1.11 | 0.5 | 1.2 | O=c1ccc2cc(O)c(O)cc2o1

No new results follow: 3 of the compounds above.
Rad51 HR inh | thrombin 1536 | FXIIa inh 1536 | KLK5 inh | FXIa inh 1536 | m-calpain inh | KCC2 mod | Furin inh | PERK inh | SMILES
8.7 | 7.2 | 8.2 | -0.2 | 4.6 | -2.7 | -0.473 | 0.1 | 0.4 | CC(=O)C1=C(O)C=C(c2ccco2)CC1c1ccco1 (stereo unspecified)
-0.4 | -5.0 | 4.4 | -6.4 | -5.2 | -2.2 | 0.0131 | -15.9[20 µM] | 0.1 | CCNS(=O)(=O)c1ccc(C(=O)Nc2ccccc2)cc1
nt | -4.2 | 6.7 | 3.4 | -0.8 | -23.2 | nt | -17.3 | 0.0 | COc1cc2c(cc1OC)C(c1cccs1)NCC2 (stereo unspecified)

(list continues)
Rad51 HR inh | thrombin 1536 | FXIIa inh 1536 | KLK5 inh | FXIa inh 1536 | m-calpain inh | KCC2 mod | Furin inh | PERK inh | SMILES
-28.3 | 1.9 | 19.0 | -0.8 | 10.9 | -29.5 | -1.34 | -3.2 | 1.1 | CCOC(=O)C(=O)C1=C(N2CCOCC2)/C(=C\c2cccc([N+](=O)[O-])c2)CC1
5.5 | -1.6 | 5.3 | 4.1 | -1.8 | -2.1 | -0.647 | -2.2 | -0.2 | CCOC(=O)c1c(-c2ccc(C)cc2)csc1/N=C(\C)C1=C(O)c2ccccc2C1=O
-8.1 | 0.1 | -20.5 | -4.8 | -0.5 | 11.8 | -0.614 | -21.2[20 µM] | 0.4 | N#Cc1ccc(-n2nccc2-c2cnc3n(c2=O)CCS3)cc1
0.2 | -2.0 | 9.8 | -19.6 | 5.2 | -28.6 | -1.62 | -14.1 | 0.7 | CCOc1ccc(S(=O)(=O)N(CC)CC)cc1NS(=O)(=O)c1ccc(F)c(F)c1F
3.8 | -2.1 | 11.0 | -4.4 | 5.8 | -3.2 | -2.32 | -5.4[20 µM] | -1.2 | Cc1cc(C)c(NC(=O)/C(=C/c2ccco2)c2ccccc2)c(C)c1
13.4 | -3.0 | 4.2 | -0.2 | -2.6 | 6.2 | 0.644 | -14.1 | -1.6 | CCOc1ccc2nc(N3CCC(C(=O)NCCCN4CCOCC4)CC3)sc2c1
17.2 | -3.9 | 16.8 | -3.4 | 16.5 | 24.5 | -1.82 | 4.3 | -0.1 | Cc1cc2c(C)nc(N/N=C/c3ccccc3)nc2o1
-5.1 | -5.8 | 12.5 | 1.5 | -1.8 | -72.1 | -0.181 | -20.0 | 0.8 | COc1ccc(NS(=O)(=O)c2cc(NC(=O)C3CCCCC3)ccc2N2CCOCC2)cc1
9.9 | -1.9 | 2.3 | -10.1 | -5.0 | -12.2 | 0.701 | -11.8 | 1.3 | O=C(Nc1ccc(N2CCN(C(=O)C3CC3)CC2)cc1)c1cccs1
nt | 1.6 | 14.8 | nt | 1.2 | -163.4 | 0.0408 | -28.9 | 0.8 | Cc1nn(CC(=O)Nc2ccc3c(c2)nc2n3CCN(C3CCCCC3)C2)c(=O)c2ccccc12
16.8 | 1.1 | 16.3 | -6.6 | 3.7 | 19.3 | nt | -7.2 | 0.8 | CC(=O)Nc1cccc(NC(=O)c2ccc([N+](=O)[O-])cc2Cl)c1
-2.0 | -6.4 | 3.2 | 4.8 | 2.3 | 2.9 | -1.31 | 12.2 | -1.5 | OC(CN1CCCCC1)CN(c1ccccc1)c1ccccc1 (stereo unspecified)
nt | 0.3 | 1.1 | 1.9 | 4.3 | 13.9 | -1.28 | -23.6[20 µM] | -0.3 | C=CCn1c(NCc2ccc(N(C)C)cc2)nc2ccccc21
4.8 | 0.3 | 14.9 | 14.2 | 5.7 | -1.9 | -0.562 | -3.9[20 µM] | 0.4 | O=C(O)Cc1ccc(C(=O)c2ccc(Cl)cc2)s1
-1.4 | -22.8 | 12.1 | -2.0 | -6.3 | -12.0 | -0.0883 | -31.0 | 0.8 | O=C(COc1ccccc1)NCc1n[nH]c(=S)n1-c1ccccc1
1.4 | 2.4 | 8.1 | -1.8 | -4.3 | 2.9 | 0.0266 | -25.8 | 1.5 | COc1cc(S(=O)(=O)N2CCCC2)c(C)cc1C
4.0 | -1.5 | 11.8 | -17.4 | -0.1 | -231.8 | -0.759 | 7.5 | -0.6 | COc1ccc(-c2cn3cccnc3n2)cc1NC(=O)C1CC1

Part of the list above in another layout:
SMILES: O=C(Nc1nc2ccccc2s1)C1CC(=O)N(c2ccc(Br)cc2)C1 (stereo unspecified)
  Rad51 HR inh: -0.6	thrombin 1536: 4.6	FXIIa inh 1536: -6.3	KLK5 inh: -6.2	FXIa inh 1536: 2.8	m-calpain inh: -6.9	KCC2 mod: nt	Furin inh: -13.6[20 µM]	PERK inh: 0.7

SMILES: CCC(C)Nc1nc(OC)nc(N(C)C#N)n1 (stereo unspecified)
  Rad51 HR inh: 2.6	thrombin 1536: -1.6	FXIIa inh 1536: 6.6	KLK5 inh: -24.8	FXIa inh 1536: -12.7	m-calpain inh: -25.1	KCC2 mod: nt	Furin inh: -12.4	PERK inh: 0.2

SMILES: O=C(Nc1ccccc1)Nc1nc2ccccc2s1
  Rad51 HR inh: 2.8	thrombin 1536: -14.6	FXIIa inh 1536: -0.7	KLK5 inh: -3.2	FXIa inh 1536: -5.1	m-calpain inh: 1.3	KCC2 mod: 0.018	Furin inh: -12.7	PERK inh: -0.3

SMILES: CC(=O)Nc1cccc(NC(=O)c2ccc([N+](=O)[O-])cc2Cl)c1
  Rad51 HR inh: 16.8	thrombin 1536: 1.1	FXIIa inh 1536: 16.3	KLK5 inh: -6.6	FXIa inh 1536: 3.7	m-calpain inh: 19.3	KCC2 mod: nt	Furin inh: -7.2	PERK inh: 0.8
